Bioassay records from PubChem.
N-glyco inh – blocks N-linked glycosylation in D54 reporter cells; D54 ERlucT glycosylation luciferase reporter, 24 h; percent of 100 nM tunicamycin response; reporter increase, % at 12.5 µM; actives 0.23% (n = 360,000); AID 588692;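 active means mean luciferase reporter signal, scaled so untreated is 0 and the glycosylation-blocking control 100, at or above a set limit in every replicate; inconclusive means mean reaches the limit but not every replicate does; inactive means mean below the limit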;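 further: luciferase carries N-glycosylation sites so blocking glycosylation raises the light; 0% = median of neutral control wells and 100% = median of 100 nM tunicamycin wells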
PDI inh – blocks human protein disulfide isomerase activity | P07237 | actives 0.052% (n = 350,000) | inhibition, % at 10 µM | AID 588391 | PDI insulin aggregation turbidity, A650, 90 min;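 active means mean inhibition across replicates of 30% or more, whatever share of single replicates reach that level; inconclusive means mean inhibition below 30% while every single replicate reaches 30%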;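 further: absorbance from insulin aggregation driven by PDI reduction with DTT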
ABHD5-PLIN5 inh – blocks binding of human ABHD5 to perilipin-5; Q00G26+Q8WTS1; Split G. princeps luciferase complementation, luminescence, 4 h; inhibition, % at 4 µM; actives 0.78% (n = 360,000);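 active means inhibition above the mean inhibition across every tested compound plus 3 SD, cut at about 22% in these data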;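 further: 0% = DMSO only wells and the 100% control is not disclosed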
HTR2A ag – mouse HTR2A agonism via beta-arrestin recruitment. AID 624169. activation, % at 7.6 µM. actives 0.66% (n = 360,000). CHO-K1 mHTR2A beta-arrestin complementation, luminescence; percent of 30 µM serotonin response;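 active means activation above a run cutoff, the mean activation of all tested compounds plus 3 SD, cut at about 14% in these data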;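 further: 0% = plate median of compound wells and 100% = 30 µM serotonin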
CaV13 FRET inh – Disruptors of the CACNA1D IQ motif to Ca2+-dependent inactivation inhibitor domain association, primary screening, Förster resonance energy transfer in intact living …; HEK cells, CFP/YFP FRET ICDI-IQ, plate reader, 10 min; percent FRET-ratio fall versus neutral wells; inhibition, % at 12.3 µM; actives 0.098% (n = 340,000); AID 743397;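 active means mean replicate inhibition of at least 30% and at least 1% of replicates passing that level; inconclusive means only one of the two criteria is met; inactive means neither criterion is met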;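 further: 0% = median of the neutral control wells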
ABCB6 inh 2 – human ABCB6 transporter inhibition | fluorescence ratio to DMSO, % at 10 µM | actives 0.19% (n = 360,000) | K562-ABCB6 porphyrin accumulation, flow cytometry, 1 h; active compounds read low | Q9NP58;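 active means fluorescence ratio to DMSO below 75%, the collection mean minus 3 SD; inconclusive means too few cells collected in the well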;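 further: signal is porphyrin accumulated inside mitochondria; 100% equals median channel fluorescence of DMSO control wells; lower ratio means ABCB6 inhibition with less porphyrin fluorescence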
Target sequence (Q9NP58 whole entry, looked up): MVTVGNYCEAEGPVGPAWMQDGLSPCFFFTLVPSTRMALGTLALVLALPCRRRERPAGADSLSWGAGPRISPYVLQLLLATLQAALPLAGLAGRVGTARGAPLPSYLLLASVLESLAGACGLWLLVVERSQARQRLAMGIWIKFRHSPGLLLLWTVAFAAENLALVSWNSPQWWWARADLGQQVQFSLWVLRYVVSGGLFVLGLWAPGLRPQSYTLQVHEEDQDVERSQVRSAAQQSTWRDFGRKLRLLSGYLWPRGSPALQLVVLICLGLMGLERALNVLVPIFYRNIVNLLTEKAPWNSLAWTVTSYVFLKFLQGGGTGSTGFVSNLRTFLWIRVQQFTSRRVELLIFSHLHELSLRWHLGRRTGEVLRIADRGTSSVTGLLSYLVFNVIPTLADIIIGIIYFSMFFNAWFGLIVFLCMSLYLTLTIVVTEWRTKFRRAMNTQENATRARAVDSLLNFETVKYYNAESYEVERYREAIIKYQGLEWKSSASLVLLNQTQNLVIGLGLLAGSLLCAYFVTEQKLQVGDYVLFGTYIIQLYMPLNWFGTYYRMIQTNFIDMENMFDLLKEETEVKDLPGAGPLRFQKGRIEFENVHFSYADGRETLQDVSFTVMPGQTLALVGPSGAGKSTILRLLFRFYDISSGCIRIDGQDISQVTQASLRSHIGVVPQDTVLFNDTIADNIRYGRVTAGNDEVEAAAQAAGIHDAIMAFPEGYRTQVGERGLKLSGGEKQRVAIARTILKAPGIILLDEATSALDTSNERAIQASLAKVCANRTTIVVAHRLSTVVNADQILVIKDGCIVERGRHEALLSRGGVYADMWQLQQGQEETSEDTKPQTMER
Exocytosis inh – blocks lytic granule exocytosis | TALL-104 LAMP-1 surface exposure, flow cytometry; cells stimulated with thapsigargin and PMA | inhibition, % at 10 µM | actives 0.66% (n = 360,000) | AID 651702;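 active means inhibition above about 55%, limit read from the data; inconclusive means no clear call, values can overlap the other calls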
H9c2 protect – modulators protecting cardiomyocytes from myocardial damage. H9c2 cardiomyocytes, H2O2 injury protection, ATPLite, 2 h. protection from H2O2 cell death, % at 20 µM. AID 588492. actives 0.63% (n = 360,000);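 active means compounds giving at least 50% protection of heart cells from peroxide-induced death in the single-dose screen, raw or plate-pattern-corrected value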;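 further: 0% = DMSO wells with peroxide and 100% = DMSO wells without peroxide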
MC4R ag barr – activates human MC4R beta-arrestin recruitment; P32245; activation, % at 8.9 µM; AID 540308; U2OS MC4R beta-arrestin complementation, luminescence; percent of melanotan II response, DMSO zero; actives 0.98% (n = 360,000);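 active means activation above a per-plate cutoff, the mean activation of sample wells on that plate plus 3 SD, cut at about 8% in these data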
MC4R antagonist – antagonists of human melanocortin 4 receptor (MC4R); P32245; MC4R-expressing cells, MTII-stimulated cAMP, LANCE TR-FRET; inhibition, % at 6.5 µM; actives 0.48% (n = 360,000); AID 540295;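 active means inhibition above its plate's cutoff, the mean of tested wells on that plate plus 3 SD, cut at about 29% in these data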;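 further: 0% = Melanotan II alone and 100% = Melanotan II plus saturating MCL0020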
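Assay system: human MC4R-expressing U2OS cells; reagent: Melanotan II stimulation of cells; dosing: 6.5 µM single dose; timing: compound 30 min, challenge 1 h, detection 1 h; signal: TR-FRET cAMP assay; replicates: one well per compound, no replicates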
* marks the source's active call; other numbers are inactive results; ? = inconclusive; . = no result given.

The line under a structure holds: MC4R antagonist, PDI inh, H9c2 protect, Exocytosis inh, ABCB6 inh 2, MC4R ag barr, HTR2A ag, N-glyco inh, ABHD5-PLIN5 inh, CaV13 FRET inh
CCOC(=O)[C@H]1[C@H]2COc3ccc(C)cc3[C@@H]2N2C(=O)CN(Cc3ccc(C)cc3)C(=O)[C@@]12C
  0, 1, 3, 0, 99, 0.4, 3, -3, -4, -9
CCCOC(=O)c1cccc(Nc2nc(-c3cccnc3)nc3ccccc23)c1
  21, 14, -26, 12, 102, 26*, 0, 4, -2, -3
CN=c1scc(C)n1/N=C/c1cc(Br)c(O)c(Br)c1
  -1, -10, -5, 1, 95, -3.6, 3, 1, -2, -1
COc1ccc2c(c1)CC(=O)NC=C2
  -4, -3, -6, 3, 99, -2.2, -1, 0, -5, -11
Cc1cc(C)n(-c2nc(NCCN(C)C)c3c4c(sc3n2)COC(C)(C)C4)n1
  -2, 0, 7, -1, 96, 1.7, 7, 0, 10, 4
CC(C)CC(NC(=O)c1ccc(C#CC(C)(C)O)s1)C(=O)O (centres undefined)
  0, -1, 6, 1, 103, -2.5, 5, 1, -2, -5
Cc1ccc(S(=O)(=O)n2cccc2C)cc1
  16, 2, -7, -8, 99, -0.7, -3, -1, -3, -3
Cn1c2ccccc2c2nnc(SCC(=O)NC3CC3)nc21
  4, -11, -2, -5, 95, -2.7, 0, 0, 1, -2
COc1cc(C2c3[nH]c4ccccc4c3CC3COC(=O)N32)cc(OC)c1O (centres undefined)
  -15, -1, 1, -6, 101, -2.2, 0, 36*, -11, -6
COC(=O)c1cc(NCc2cccs2)ccc1N1CCOCC1
  -12, 5, 0, -2, 91, -2.8, 3, 2, 2, -8
COc1ccc2cc(/C=C3\SC(=S)NC3=O)c(N3CCOCC3)nc2c1
  26, -9, -16, -1, 100, -1.7, 1, 2, 1, -4
O=C(O)c1cscc1-c1cccc2ccccc12
  -2, 3, 3, 4, 98, -1.8, -1, 0, -7, -5
O=C(NC(=O)c1ccccc1O)c1ccc(C(F)(F)F)cc1
  2, -9, -15, -2, 95, -2.0, -5, -3, 0, -19
CC(C)(C)NC(=O)CSc1nnc(CN2CCCCCC2=O)n1-c1ccccn1
  2, 0, 2, 3, 107, 1.4, 4, -1, 17, -4
COc1c(C)cccc1C(=O)Nc1cc(Cl)ccc1N1CCOCC1
  1, -25, -5, -2, 98, -1.5, -3, 0, -1, -5
Cc1ccc2nc(-c3ccc(C#N)cc3)c(Cc3ccccc3C(F)(F)F)n2c1
  ., ., -4, 10, 96, ., -8, -2, -6, -8
CC(C)NC(=O)N(C)C[C@@H]1OCc2ccccc2-c2c(n(C)c3ccccc23)C(=O)N([C@@H](C)CO)C[C@@H]1C
  -5, 5, -6, 0, 103, 0.7, 1, -1, -3, -7
CNc1c(C(=O)O)ccc2c1C(=O)c1ccccc1C2=O
  -14, -4, 5, 1, 107, -1.5, -2, -1, 2, -2
O=C(CN1C(=O)NC2(CCCCC2)C1=O)Nc1nc2c(F)cc(F)cc2s1
  11, 2, 2, -2, 97, -3.1, -3, 10, -3, -5
Cc1csc(N(C(=O)c2ccc(S(=O)(=O)N(C)C)cc2)c2ccccc2)n1
  5, -17, -17, -3, 88, -0.8, 1, 0, 0, -1
COc1ccc(CCNC(=O)Cc2cccc(C(F)(F)F)c2)cc1OC
  2, -14, 7, -6, 95, -0.3, 2, 2, -5, -3
Cn1c(O)c(N=NC(=O)Cn2ccc(C(F)(F)F)n2)c2ccccc21
  5, 5, 10, -1, 102, 0.2, 2, 2, -1, -3
CCCCN(C(=O)COC(=O)c1ccc(C=O)cc1)c1c(N)n(CCC)c(=O)[nH]c1=O
  2, 12, 8, 0, 94, -1.8, -3, 3, 1, -7
Cc1cc(C)n2c(=O)[nH]nc2c1
  6, -3, 10, -2, 100, 0.1, -1, -9, -6, -5
Cc1cccc(N(Cc2ccccc2)C(=O)Cc2ccc(S(=O)(=O)N3CCOCC3)s2)c1
  1, 0, 5, 2, 94, -3.5, 1, -4, -5, -14
Cc1ccc2c(c1)N(CC(=O)Nc1ccc3c(c1)OCCO3)C(=O)CO2
  15, 1, 4, -1, 102, 1.8, 1, -2, -3, -7
COC(=O)c1c(C(C)=O)c(C)n(C)c1C
  8, 10, 0, -2, 102, 1.2, 0, 1, -4, -3
Cc1c(CCC(=O)O)c(=O)oc2cc(OCc3cccc(F)c3)ccc12
  22, 5, 5, -10, 99, 2.0, 6, 1, -8, -4
Nc1nonc1C(=O)NCCNCc1ccccc1OCc1ccc(F)cc1
  8, 9, -5, 0, 93, 0.1, -2, 1, -7, -6
COCCNc1nc(-c2cc(C)c(C)cc2C)cs1
  -1, 2, -5, -2, 95, -1.2, -3, 0, -5, -6
COc1ccc(N(CC(O)CN2C(=O)NC(C)(C)C2=O)S(=O)(=O)c2ccc(C)cc2)cc1 (centres undefined)
  1, -2, 2, -2, 101, -2.6, 4, 0, -3, -4
N#CC1=C(N)N(c2ccccc2)C2=C(C(=O)CCC2)C1c1ccccc1 (centres undefined)
  3, -1, 1, 1, 99, -0.2, -7, -1, -1, .
O=C(CSc1nc2ccc(Cl)cc2[nH]1)c1ccc2c(c1)OCO2
  25, 0, 13, -3, 96, 0.3, 2, 1, 1, .
CSc1nc(C)nc2c1c(=O)n(C)c(=O)n2C
  -8, ., 8, 12, 99, -0.6, -1, 1, -1, -3
Cc1cccc(CC(=O)Nc2ccc(C(=O)N3CCCCC3)cc2)c1
  5, 6, 3, 2, 105, 1.5, 1, -2, 15, -4
CCCC(=Nc1ccccc1OC)C1=C(O)CC(c2ccccc2)CC1=O (centres undefined)
  18, 7, -1, -2, 99, 1.3, 3, 1, 1, -2
COc1ccc(Cl)cc1NC(=O)c1[nH]nc(OC)c1[N+](=O)[O-]
  10, 8, 16, 28, 99, -0.2, 2, 1, -1, 1
CC(C)CCNC(=O)c1ccc(C2SCC(=O)N2Cc2ccco2)cc1 (centres undefined)
  0, -2, 7, -1, 98, 0.1, 2, -1, 15, -5
COc1ccccc1Nc1nc(-c2sc(N)nc2C)cs1
  0, 2, 8, -9, 104, 0.0, 2, 2, -39, -3
Cc1ccc(C(=O)Cn2nnc(-c3ccccc3)n2)cc1
  13, -3, -3, -2, 102, 0.1, -6, 0, -2, -11
CC(=O)NC(c1ccccc1)c1nc(-c2cccnc2)cs1 (centres undefined)
  5, 6, -1, 0, 99, -1.9, 0, -1, -8, -4
COc1ccc(CC(=O)Nc2ccc(N3CCN(c4ccc(OC)cc4)CC3)c(C#N)c2)cc1
  2, -2, -25, -2, 107, 8.6*, 6, -2, 9, -2
O=c1[nH]c2ccccc2n1Cc1ccc(Cl)cc1
  0, 4, -20, -2, 99, -1.0, -1, -6, -1, .
COc1cc(/C=N/NC(=O)c2ccncc2)ccc1OC(=O)c1ccc([N+](=O)[O-])cc1
  2, -5, 11, -1, 96, 1.1, 11, 1, 8, -5
COCC1CCCCC1OS(N)(=O)=O (centres undefined)
  -7, 16, 0, 2, 101, 0.7, 7, 1, 6, -5
CCOCCCNC(=O)C1CCN(C(=O)Nc2ccc(Cl)cc2)CC1
  10, 8, 4, -2, 97, 0.6, -2, 1, -2, -6
COc1cccc(C(O)c2nc(-c3cncnc3)cs2)c1 (centres undefined)
  -5, 0, 0, -4, 99, 0.5, 1, -1, 3, -7
COC(C[C@H]1O[C@@H]1C(=O)[C@H](C)OCc1ccccc1)OC
  12, -1, 5, -2, 97, -0.9, 0, 6, 7, -5
O=C(CSc1ncccn1)NC1CCCc2ccccc21 (centres undefined)
  4, 4, 8, 4, 104, -0.6, 2, 1, 0, -4
CCOc1ccc(CNC(=O)Nc2ccccc2)cc1
  1, -22, -7, -6, 99, -1.5, 1, 0, -2, -10
CCC1=C(OC(=O)N(CC)CC)N2C(=O)OC(=NCC3CC3)[C@]2(C)[C@H]2C1=CC[C@H]1C(=O)N(CC(=O)OC)C(=O)[C@H]12
  3, -9, 3, 9, 101, -1.2, -1, 1, 0, -16
CCOC(=O)C(C)Sc1nc(=O)n2cc(C)ccc2n1 (centres undefined)
  2, 9, 2, 2, 101, 5.1, 0, 2, 0, -4
O=C(Cc1cccs1)NCc1ccc2c(c1)OCO2
  0, 9, -1, -1, 100, -2.0, -4, 0, 0, -5
Cc1cccc(NS(=O)(=O)c2ccc(C)c(C(=O)N(C)C3CCN(C)CC3)c2)c1
  4, 4, 7, -7, 96, -3.0, -4, 2, 3, .
COC(=O)CSC1=C(C#N)C(=O)NC(c2ccccc2)S1 (centres undefined)
  1, 13, 8, 0, 106, -1.4, 1, 3, -1, -5
CC1(C(=O)NS(=O)(=O)c2ccc3c(c2)CCO3)CCN1C(=O)C1(c2ccc(Cl)cc2)CC1 (centres undefined)
  3, -5, 2, 6, 102, 0.5, 3, 0, -5, -18
COC(=O)COc1cccc2c(=O)n(CC(=O)NCc3ccccc3)ccc12
  -26, 0, 0, 6, 94, -1.1, -1, 21, -5, -4
CCn1c2ccccc2c2nnc(SCN3C(=O)c4ccccc4C3=O)nc21
  0, -5, -2, 8, 96, 0.7, 5, -1, 4, -15
O=C(c1ccccc1)c1n[nH]c(-c2ccccc2)cc1=O
  22, 4, 1, 2, 103, -2.8, -1, 0, 1, 8
CCOc1ccc(C(=O)COC(=O)c2ccc(-n3cnnn3)cc2)cc1
  -1, 2, -2, 6, 101, 3.9, -2, -1, 3, -2

Next part.
The line under a structure holds: MC4R antagonist, PDI inh, H9c2 protect, Exocytosis inh, ABCB6 inh 2, MC4R ag barr, HTR2A ag, N-glyco inh, ABHD5-PLIN5 inh, CaV13 FRET inh
O=C(NCc1ccccn1)C1COc2ccccc2O1 (centres undefined)
  6, 0, 7, -1, 88, 0.5, 7, 2, 0, -1
CSc1ccccc1NC(=O)COc1ccccc1Cl
  -4, 7, -20, -3, 102, 2.1, -2, -2, -4, .
Cc1csc(NC(=O)NC2(C(F)(F)F)Oc3ccccc3O2)n1
  8, -10, 17, 3, 99, -2.0, 0, -4, 50*, -4
COCC(=O)Nc1c(C(=O)Nc2cccc(OC)c2)oc2ccccc12
  -1, -8, 30, -5, 99, 1.6, 1, -2, 10, -4
O=C(CC1OC(=O)c2ccccc21)NC1CCCCC1 (centres undefined)
  8, 9, 4, 0, 96, -1.0, -2, 0, -2, .
COc1ccc(NC(=O)c2cc3c(=O)n(C)c4ccccc4c3n2C)cc1OC
  2, ., 50*, 4, 94, -0.6, -3, ?, -8, -6
C/C(=N\NC(=O)c1cc2ccccc2cc1O)c1ccc2c(c1)OCO2
  -1, -5, 6, -5, 111, -1.4, -8, 0, -4, .
O=C(Nc1cccc(F)c1)Nc1ccc2c(c1)C(=O)OC2
  0, 1, -7, -3, 94, -1.1, 6, 0, 5, -6
CC(=O)NC(CCCNC(=S)NC1CCCCC1)C(=O)O (centres undefined)
  -4, -4, -5, 0, 103, 0.2, 6, 3, -7, 3
COc1ccc(NC(=O)Nc2nc(C)cc(C)n2)c(OC)c1
  -1, -3, -7, -5, 106, -0.7, -3, 1, -2, 9
